From PubChem
HDAC3 inhib: HDAC3 deacetylase inhibitors, primary screen, biochemical, fluorescence, cell-free homogeneous. Histone deacetylase 3 (Homo sapiens), O15379. recombinant HDAC3, fluorogenic peptide/trypsin coupled. inhibition, % at 8.3 µM. 0.15% of 320,000 active; in the data active = inhibition above about 26%, passing the limit was not always enough
Target sequence (O15379 whole entry, looked up): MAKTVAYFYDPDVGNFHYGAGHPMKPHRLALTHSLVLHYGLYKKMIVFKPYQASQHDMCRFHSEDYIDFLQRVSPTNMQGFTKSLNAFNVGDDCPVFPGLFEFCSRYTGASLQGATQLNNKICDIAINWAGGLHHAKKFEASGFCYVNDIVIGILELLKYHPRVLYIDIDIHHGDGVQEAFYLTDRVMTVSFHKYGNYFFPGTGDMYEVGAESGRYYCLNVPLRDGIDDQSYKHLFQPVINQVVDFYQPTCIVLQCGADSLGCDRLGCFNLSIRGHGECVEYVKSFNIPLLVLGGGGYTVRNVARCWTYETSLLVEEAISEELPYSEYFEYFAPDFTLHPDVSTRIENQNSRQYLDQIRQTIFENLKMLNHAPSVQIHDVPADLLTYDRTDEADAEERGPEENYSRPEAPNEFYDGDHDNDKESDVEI
KCNQ1 block: inhibitors of human KCNQ1 channel, primary screen, cell-based, thallium flux, high-throughput; Potassium voltage-gated channel subfamily KQT member 1 (Homo sapiens), P51787; CHO-K1 KCNQ1, FluxOR thallium flux fluorescence; hits give high values; B-score at 10 µM; 1.3% of 310,000 active; AID 2642, 2010;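 active = compounds whose thallium flux B-score, printed positive for inhibition, exceeds three library SD while starting fluorescence stays within three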;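 note: channel opened by potassium depolarization with thallium stimulus after 20 min compound exposure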
KCNK3 inh: human KCNK3 channel inhibitors, primary screen, CHO cells, FluxOR thallium flux, B-score; FluxOR fluorescence; hits give low values; AID 602410, 2012; 0.84% of 340,000 active; Potassium channel subfamily K member 3 (Homo sapiens), O14649; B-score at 10 µM;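 active = B-score under library mean minus 4 SD, starting fluorescence ratio at most library mean plus 5 SD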;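 note: more negative B-score means stronger inhibition of thallium flux through KCNK3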
GSK3B inh: human GSK3beta kinase inhibitors, primary screen, biochemical, cell-free homogeneous, HTS; activity score (negative = inhibition), % at 10 µM; AID 2097, 2009; GST-GSK3beta kinase, ADP-Glo luminescence, 60 min; hits give low values; Glycogen synthase kinase-3 beta (Homo sapiens), P49841; 0.038% of 300,000 active;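 active = more than half of replicate wells score below -50%, meaning over 50% inhibition versus plate controls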;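 note: 0% = median DMSO wells and -100% = median GW8510 positive control wells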
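Test system – GST-tagged human GSK3beta kinase, cell-free · Incubation – 60 min enzyme reaction, room temperature · Signal – ADP-Glo luminescence · Also added – peptide substrate and ATP at 25 µM · Controls – DMSO neutral wells and GW8510 at 20 µM as positive · Buffer or medium – Tris/MgCl2 kinase buffer · Measure – Luminescence-derived activity versus plate DMSO and GW8510 wells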
KCNK9 inh: KCNK9 potassium channel inhibitors, primary screen, HEK293 cells, thallium flux | 1.2% of 310,000 active | FluxOR thallium flux fluorescence; hits give low values | AID 488922, 2010 | B-score at 10 µM | Potassium channel subfamily K member 9 (Homo sapiens), Q9NPC2;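 active = ratio B-score over 3 SD below the library mean, with starting fluorescence within 5 SD of its mean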;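 note: negative B-score means less thallium flux so channel inhibition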
Target sequence (Q9NPC2 whole entry, looked up): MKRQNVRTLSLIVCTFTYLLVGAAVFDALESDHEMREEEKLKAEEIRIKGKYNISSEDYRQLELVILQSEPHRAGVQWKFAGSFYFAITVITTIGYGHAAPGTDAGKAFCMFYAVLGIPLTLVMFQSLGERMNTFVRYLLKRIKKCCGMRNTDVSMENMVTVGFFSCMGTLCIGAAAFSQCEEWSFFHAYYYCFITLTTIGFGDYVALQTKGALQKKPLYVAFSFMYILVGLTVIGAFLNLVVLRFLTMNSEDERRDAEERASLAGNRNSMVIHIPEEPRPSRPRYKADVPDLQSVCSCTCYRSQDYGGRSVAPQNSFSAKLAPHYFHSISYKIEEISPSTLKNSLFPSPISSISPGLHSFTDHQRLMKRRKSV
hERG rescue: hERG rescue from dofetilide block, primary screen, cell-based, CHO-hERG, FluxOR thallium flux, dofetilide IC70. Voltage-gated inwardly rectifying potassium channel KCNH2 (Homo sapiens), Q12809. dofetilide IC70 present. activation (rescue from dofetilide block), less the hit threshold, % at 10 µM. 0.51% of 310,000 active. AID 1511, 2009;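 active = activation above the mean of controls blocked by dofetilide plus 5 SD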;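 note: thallium influx through hERG after potassium depolarization seen as dye fluorescence rise; in these data hits start at about 4.7%; inactives centre near -7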
RGS4 act: RGS4 potentiators or activators, primary screen, cell-based, HEK293 M3R inducible RGS4, calcium flux | carbachol calcium flux Fluo4; hits give low values | B-score at 10 µM | 0.92% of 310,000 active;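 active = B-score of the integrated calcium signal more than 4 SD below the library mean, with starting fluorescence not abnormally high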;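 note: negative B-score means reduced calcium response which marks RGS4 activation or potentiation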
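Assay system: Inducible-RGS4 HEK293 cells carrying M3 receptor | Schedule: Compound preincubation 20 min at room temperature before agonist | Signal: Kinetic calcium fluorescence imaging with Fluo4-AM dye, 2 µM | Read-out basis: B score from integrated fluorescence ratio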
PolyA inh: polyadenylation inhibitors in yeast reporter cells, primary screen, luminescence, S. cerevisiae; S. cerevisiae SKY197-pL101 polyadenylation reporter, beta-gal luminescence; efflux-impaired pdr1/pdr3 knockout yeast; score 100 = 6 SD above DMSO; calls only at 12 µM; 0.02% of 300,000 active;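 active = lowest replicate activity score at least 50, where 100 means six control SD above control mean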;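 note: yeast exposed to compound for 9 h at 30 °C; higher score means more reporter readthrough which indicates perturbed polyadenylation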
KCNQ1 act: potentiators or activators of KCNQ1 channel, primary screen, cell-based, thallium flux, high-throughput; Potassium voltage-gated channel subfamily KQT member 1 (Homo sapiens), P51787; CHO-K1 KCNQ1, thallium flux FluxOR fluorescence; hits give high values; B-score at 10 µM; 0.35% of 310,000 active; AID 2648, 2010;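 active = fluorescence ratio B-score, a plate-corrected score, at least three library SD, with initial intensity B-score within 5 SD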
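System: CHO-K1 cells stably expressing KCNQ1 / Medium: assay buffer for compound exposure, DMSO matched across wells / Reagent: thallium- and potassium-containing depolarizing buffer / Compound: one concentration, matched DMSO / Incubation: 20 min compound pretreatment at room temperature / Measured by: kinetic FluxOR fluorescence, 10 s baseline plus 110 s post-stimulus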
GSK3A inh: blockers of GSK3A enzyme activity – biochemical, luminescence, cell-free homogeneous, HTS, primary screen. Glycogen synthase kinase-3 alpha (Homo sapiens), P49840. inhibition, % at 10 µM. GSK-3 alpha kinase, ADP-Glo luminescence, 60 min. 0.1% of 320,000 active. AID 2650, 2010;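 in the data active = inhibition above about 50%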;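 note: GST-tagged GSK-3 alpha with peptide substrate and 25 µM ATP; 0% = DMSO neutral wells and 100% = GW8510 positive control wells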
DYRK1A inh: rat Dyrk1A kinase inhibitors, primary screen, biochemical, single point, plate reader; Dual specificity tyrosine-phosphorylation-regulated kinase 1A (Rattus norvegicus), Q63470; ADP-Glo luminescence, NFATc1 peptide; inhibition, % at 12.5 µM; 0.43% of 310,000 active; AID 504441, 2011; in the data active = inhibition above about 50%;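 note: plate controls were vehicle with enzyme for no effect and no enzyme for full effect; many of its hits are not listed in these tables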
Numbers without * were called inactive; i = inactive; nt = not tested or not shown. The list is partial; the hit share may differ from the screen's.

The opening 2 records (preview)
SMILES	HDAC3 inhib	KCNQ1 block	KCNK3 inh	GSK3B inh	KCNK9 inh	hERG rescue	RGS4 act	PolyA inh	KCNQ1 act	GSK3A inh	DYRK1A inh
CCOC(=O)C1CCN(C(=O)Nc2cccc(Cl)c2)CC1	-3.9	i	i	-0.4	i	-9.5	i	i	i	-0.3	-2.5
Cc1[nH]n(-c2ccccc2)c(=O)c1/C=C1\C=NN=C1c1ccccc1	-3.7	i	i	-1.1	i	-9.7	i	i	i	-2.1	nt

This part in full, from the first entry:
SMILES	HDAC3 inhib	KCNQ1 block	KCNK3 inh	GSK3B inh	KCNK9 inh	hERG rescue	RGS4 act	PolyA inh	KCNQ1 act	GSK3A inh	DYRK1A inh
CCOC(=O)C1CCN(C(=O)Nc2cccc(Cl)c2)CC1	-3.9	i	i	-0.4	i	-9.5	i	i	i	-0.3	-2.5
Cc1[nH]n(-c2ccccc2)c(=O)c1/C=C1\C=NN=C1c1ccccc1	-3.7	i	i	-1.1	i	-9.7	i	i	i	-2.1	nt
COc1ccc2cc(Br)ccc2c1CC(=O)NC1CC(C)(C)NC(C)(C)C1	1.8	i	i	-3.3	i	-12.2	i	i	i	4.3	1.2
Cc1cccnc1CCNCc1c(C(=O)N2C[C@@H](C)O[C@@H](C)C2)nc2ccc(Cl)cn12	-1.8	i	i	-2.5	i	-4.1	i	i	i	2.2	nt
O=C(NC1CCCN(Cc2ccc(Cl)cc2)C1)c1cccc(F)c1 (centres undefined)	-12.1	i	i	-7.1	i	-13.2	i	i	i	-0.4	-3.4
Fc1cccc(CCN2CCNC[C@H]2Cc2cccc3ccccc23)c1	-1.1	i	i	-0.2	i	-13.2	i	i	i	3.2	-3.0
COc1ccc(CN2CCN(CCCc3ccccc3)C(CCO)C2)c(OC)c1 (centres undefined)	1.0	i	i	-5.9	i	-2.0	i	i	i	-5.0	1.0
CCCNC(=O)c1cc(Cl)c(NC(=O)C2=CSCCO2)cc1OC	-0.3	i	i	0.9	i	-12.4	i	i	i	-1.0	0.4
CC(=O)Cn1c(N2CCC(Cc3ccccc3)CC2)nc2c1c(=O)[nH]c(=O)n2C	0.5	i	i	1.4	i	-7.3	i	i	i	-1.0	2.6
CSc1ccccc1NC(=O)c1cc2ncc(Br)cn2n1	-4.9	i	i	1.1	i	-9.6	i	i	i	-0.9	3.6
COC(=O)c1ccc(Cl)c(NC(=O)CN(c2ccc(OC)c(OC)c2)S(C)(=O)=O)c1	-0.2	i	i	15.1	i	-2.2	i	i	i	-1.3	-7.3
O=C(Oc1ccccc1-c1nnco1)c1ccc(Cl)cc1	-0.3	i	i	-4.5	i	-11.3	i	i	i	nt	-5.2
CCc1ccc(C(=O)CSc2n[nH]c(-c3ccncc3)n2)cc1	0.5	i	i	-0.5	i	-1.6	i	i	i	-0.7	8.4
O=C(NCc1cc([N+](=O)[O-])ccc1O)c1cccc(NS(=O)(=O)c2ccccc2)c1	6.5	i	i	-0.2	i	-14.8	i	i	i	-6.2	6.3
Cc1[nH]c2ccccc2c1SCC(=O)O	2.2	i	i	4.9	i	-3.5	i	i	i	-1.7	4.3
Cc1ccc(/C=N/NC(=O)c2cccc(S(=O)(=O)Nc3ccccc3Cl)c2)s1	3.0	i	i	2.9	i	-10.4	i	i	i	-1.1	8.5
CCc1cc(C(=O)N2CCCC(CCC(=O)N3CCN(c4ccccn4)CC3)C2)no1 (centres undefined)	-6.1	i	i	2.2	i	-2.0	i	i	i	1.8	-4.2
Cc1ccc(/C=N/NC(=S)Nc2cccc(S(=O)(=O)N(C)C)c2)o1	8.1	i	i	-3.2	i	-9.3	i	i	i	-0.9	7.8
CC1CC(C)(C)N(C(=O)CN2CCN(C)CC2)c2ccccc21 (centres undefined)	-11.8	i	i	-3.5	i	-7.4	i	i	i	-1.9	nt
CCC(Oc1ccccc1)C(=O)Nc1ccccn1 (centres undefined)	-2.8	i	i	-2.0	i	-5.2	i	i	i	-2.5	-0.1
CC(=O)Nc1ccc(S(=O)(=O)Nc2ccc(Cc3ccncc3)cc2)cc1	-1.1	i	i	-1.0	i	-11.9	i	i	i	-0.3	-5.3
CCC(CC)COC(=O)C1=C(C)NC(=O)NC1c1ccc(N(C)C)cc1 (centres undefined)	-6.5	i	i	0.1	i	-5.3	i	i	i	-2.9	-1.6
O=C(c1ccco1)N1CCN(C(c2ccc(F)cc2)c2nnnn2Cc2cccs2)CC1 (centres undefined)	5.6	i	i	4.0	i	-0.8	i	i	i	1.8	-1.6
Cc1ccc(C(=O)Nc2cccc(C(F)(F)F)c2)cc1Nc1cnccn1	-0.8	i	i	4.8	i	-10.8	i	i	i	-1.3	10.6
COc1cc2c(cc1NC(=O)CSc1ccc(C)cc1)oc1ccccc12	9.3	i	i	1.4	i	-6.3	i	i	i	-1.5	5.9
COC(=NC(C)C)NC(C)C	2.6	i	nt	1.7	i	-4.1	i	i	i	-1.3	nt
CC(=O)c1cccc(OCC(O)CNCC2COc3ccccc3O2)c1 (centres undefined)	0.1	i	i	2.5	i	3.2	i	i	i	-0.9	6.5
Fc1ccc(CSc2ccc(-c3ccco3)nn2)cc1	-3.0	i	i	1.4	i	-1.5	i	i	i	-2.0	nt
Cc1ccc(C(=O)N2CCC(N3CCC(C(=O)N4CCOCC4)CC3)CC2)cc1C	4.2	i	i	-3.1	i	-11.8	i	i	i	2.0	-5.8
COc1ccccc1NC(=O)c1ccc(S(=O)(=O)N(C)C)cc1	6.7	i	i	-0.9	i	-8.6	i	i	i	-2.7	12.1
Cc1ccc(N(NC(=O)C(O)(c2ccccc2)c2ccccc2)C(=O)CCl)cc1	0.6	i	i	-4.1	i	-15.0	i	i	i	2.3	-1.6
Cc1cnc(CNC(=O)C2CCC(=O)N(Cc3ccc(Cl)cc3)C2)[nH]1 (centres undefined)	-4.3	i	i	0.8	i	-6.9	i	i	i	-3.4	-2.7
CN1CCN(C(=O)/C=C\c2ccc(Cl)cc2)CC1	6.0	i	i	0.3	i	-6.5	i	i	i	-2.4	-2.9
COc1ccccc1CNC(=O)C1CCN(S(=O)(=O)c2cccc([N+](=O)[O-])c2)CC1	-3.5	i	i	1.9	i	-5.2	i	i	i	0.2	-4.6
CCCCNC(=O)c1ccc2c(c1)ncn2C1CCCC1	-3.4	i	i	-1.0	i	-4.4	i	i	i	-0.3	3.9
COc1ccc(CCNC(=O)C(=O)NCC2OCCN2S(=O)(=O)c2ccc(Cl)cc2)cc1 (centres undefined)	-10.1	i	i	-1.4	i	-7.0	i	i	i	-1.8	1.8
COc1ccccc1OCCCN1C(=O)C(=O)c2cccc(C)c21	7.9	i	-9.99*	2.3	-11.6*	-14.7	i	i	i	-2.6	-8.1
Cc1[nH]c2ccccc2c1Cc1nnc(SCc2ccccc2)o1	-3.5	i	i	-22.7	i	0.3	i	i	i	-1.7	1.1
CCC(C)NC(=O)c1oc2ccc(S(=O)(=O)N3CCC4(CC3)OCCO4)cc2c1C (centres undefined)	5.4	i	i	-2.7	i	-6.5	i	i	i	-0.6	-2.3
Cc1ccc(S(=O)(=O)Nc2ccc3c(c2)nc2n3CCN(Cc3ccccc3)C2)cc1	0.3	i	i	-1.2	i	-7.9	i	i	i	2.7	-15.8
N#Cc1c(NC(=O)CN2C(=O)c3ccccc3C2=O)oc(-c2ccccc2)c1-c1ccccc1	11.5	i	i	-1.3	i	-15.0	i	i	i	nt	3.3
COc1ccc(CCNc2nc(C)cc(C)n2)cc1OC	9.3	i	i	0.1	i	-1.2	i	nt	i	1.0	-5.7
O=C(CSc1ncnc2nc[nH]c12)Nc1ccc(Br)cc1Cl	-3.3	i	i	1.8	i	-10.0	i	i	i	-2.1	-3.4
CCN(CC)S(=O)(=O)c1cc(C(=O)Nc2cc(C)[nH]n2)ccc1Cl	-2.4	i	i	-14.6	i	-6.5	i	i	i	16.3	5.6
Cc1cccc(NC(=O)CSc2nnc(-c3ccco3)o2)c1C	0.8	i	i	0.9	i	-3.4	i	i	i	0.4	7.2
Cc1ccc(C)c(CSC2=NCCN2C(=O)c2cccs2)c1	4.4	i	i	3.5	i	-12.8	i	i	i	nt	-2.4
O=C1Nc2ccc(Cl)cc2[C@@](C#CC2CC2)(C(F)(F)F)O1	11.1	i	nt	0.9	-8.66*	-7.7	i	i	i	0.6	nt
N#CCCn1cc(C(=O)Nc2ccc(C(=O)O)cc2)c(-c2cccc(Br)c2)n1	-2.8	i	i	4.6	i	-0.5	i	i	i	nt	0.5
Cc1cc(NC(=O)CCC(=O)N(Cc2ccccc2)C2(C(=O)NC3CCCCC3)CCCC2)no1	7.5	i	i	6.5	i	-3.8	i	i	i	0.5	-3.1
CCC(=C(c1ccc(OC)cc1)c1ccc(OC)cc1)c1cn(CC(O)CN(CCO)CCO)c2ccccc12 (centres undefined)	9.5	i	i	1.9	i	-24.1	i	i	i	-0.1	-9.4
COc1ccccc1CCNC(=O)C(=O)Nc1cc2c3c(c1)CC(=O)N3CCC2	-4.7	i	i	1.4	i	-8.0	i	i	i	2.6	18.6
CCOc1ccc(/C=C2\SC(N3CCCCC3)=NC2=O)cc1	2.9	i	i	-0.4	i	-3.3	i	i	i	-4.1	35.0
CC(/C=N/n1c(-c2cc(C)[nH]n2)n[nH]c1=S)=C\c1ccccc1	9.2	i	i	-0.5	i	-19.4	i	i	i	4.1	-5.3
Cc1cc(C)n(CCNC(=O)CCc2nnc(CCc3ccccc3)o2)n1	-0.9	i	i	0.1	i	-9.7	i	i	i	0.4	0.1
